# RmlCD inh mix – RmlC and RmlD coupled enzyme inhibitors, primary screen, biochemical, 384-well, compound mixtures, retest; 110,000 compounds, 0.39% hits; RmlC/RmlD coupled enzyme inhibition, 384-well mixture HTS; AID 1532, 2009; inhibition, % at 5.5 µM; in the data active = inhibition above about 30%, passing the limit was not always enough; note: strong numbers were not always called active
# HIV RNase H inh – HIV-1 RT RNase H inhibitors, primary screen, biochemical, fluorescence; inhibition, % at 10 µM; RT-RNase H RNA/DNA duplex cleavage; AID 565, 2006; 65,000 compounds, 1.9% hits; in the data active = inhibition above about 50%
# The depositor's hits bear a star; . = no result given. These rows are one share of the data; rates above refer to the full screens.
compound,RmlCD inh mix,HIV RNase H inh
Cc1nc2ccc(NC(=O)NCc3ccco3)cc2s1,-13.8,4.0
O=C(NCC(c1cccnc1)N1CCOCC1)c1cccc(Cl)c1 (centres undefined),5.1,38.4
Cc1ccc(C(=O)CSc2n[nH]c(C)n2)cc1,1.5,-15.1
CN(C)CCNC(=O)c1cc2c(=O)n(C)c3ccccc3c2n1C,12.8,-9.1
COc1ccccc1NC(=S)NC(=O)CC(C)C,-4.5,.
O=C(Cn1cnc2c(nnn2Cc2ccccc2)c1=O)c1ccccc1,.,-1.8
O=C(c1ccco1)N1CCN(c2nc(C3CC3)nc3sc4c(c23)CCCC4)CC1,8.0,-17.5
Cn1c(CCN2CCCCC2)nc2cc(NS(=O)(=O)c3ccccc3)ccc21,2.9,-3.2
COc1cc(OC)cc(-c2nnc(SCC(=O)N(Cc3ccccc3)C(C)(C)C)o2)c1,10.1,8.1
Cc1cc(C)c(S(=O)(=O)N(CC(=O)O)CC(=O)O)c(C)c1,5.2,.
O=C(CSc1nnc(CNC(=O)c2c(F)cccc2Cl)o1)c1ccccc1,3.9,-11.9
NC(=O)c1ccsc1NC(=O)c1nc(-c2ccccc2)n(-c2ccccc2)n1,-2.2,-0.6

# Other structures
compound,RmlCD inh mix,HIV RNase H inh
O=S(=O)(Nc1ccc(Cc2ccncc2)cc1)c1ccc(Br)s1,-19.1,.
O=C(NCCCN1CCOCC1)c1ccc(CS(=O)(=O)Cc2ccccc2Cl)o1,8.4,-17.9
CCOC(=O)CSc1nc2ccccc2n1CC(=O)N1CCN(c2ccccc2)CC1,-5.8,-5.5
O=C(CCn1c(=O)oc2ccccc21)NCCN1CCc2ccccc2C1,-11.2,-7.1
O=C(CCS(=O)(=O)c1cccs1)Nc1ccc(C(=O)NCc2ccccc2)cc1,-33.9,.
CC1=C(C(=O)OCCOc2ccccc2)C(c2ccc(C)o2)C2=C(CC(C)(C)CC2=O)N1 (centres undefined),-8.7,3.3
Cc1cc(C(C)(C)C)oc1C(=O)N(CC(=O)NC1CCCC1)Cc1ccccc1,-6.4,.
CCOC(=O)N1CCN(C(=O)CSc2nnc(-c3c[nH]c4ccccc34)n2CCOC)CC1,.,7.3
CC1CCCCC1NC(=O)c1ccc(N2CCCC2=O)cc1 (centres undefined),-14.3,-3.0
Cc1ccc(S(=O)(=O)N2CCC(=O)N(C(CO)Cc3ccccc3)CC2)cc1 (centres undefined),-16.1,.
CCn1c(SCC(=O)NCc2ccccc2)nc2c(c1=O)SC(C)C2 (centres undefined),-5.3,.
CCN(CC)C(=O)c1sc(NC(=O)c2ccc3c(c2)OCO3)c(C#N)c1C,-10.6,.

# (more compounds)
compound,RmlCD inh mix,HIV RNase H inh
O=C(NCCc1nc2ccccc2[nH]1)Nc1ccccc1,9.0,-33.0
CCOC(=O)CSc1nc2ccccc2c(=O)n1CC,-7.5,-43.8
CN(C)S(=O)(=O)N1CCC(CCCC2CCN(S(=O)(=O)N(C)C)CC2)CC1,-13.3,-1.6
CCN1C(c2ccccc2)=C(c2ccccc2)S/C1=C\C=C1/SC(=S)N(C)C1=O,-7.1,.
O=C(O)c1ccc(O)c(O)c1,-13.9,.
O=C(C1CCCCN1S(=O)(=O)c1ccccc1)N1CCN(C(c2ccccc2)c2ccccc2)CC1 (centres undefined),-11.2,.
Cn1c(SCC(=O)Nc2ccc3cn[nH]c3c2)nnc1-c1cnccn1,-6.7,0.2
C=C(C)CSC1=C(C#N)C(c2ccccc2)CC(=O)N1 (centres undefined),7.7,-15.9
Cc1cccc(-c2noc(CCCC(=O)Nc3cccnc3)n2)c1,.,-1.4
C/C(N)=C(/C#N)C(=O)CSc1ncnc2ccccc12,2.3,-5.8
COC(=O)c1cc(NC(=O)CC2C(=O)NCCN2C(=O)c2ccc(F)cc2)cc(C(=O)OC)c1 (centres undefined),8.8,.
O=C1CN(C(=O)COC(=O)C2=COCCO2)c2ccccc2N1,-9.5,-2.4

# Part of the list above in order of heavy-atom count, falling.
compound,RmlCD inh mix,HIV RNase H inh
O=C(C1CCCCN1S(=O)(=O)c1ccccc1)N1CCN(C(c2ccccc2)c2ccccc2)CC1 (centres undefined),-11.2,.
C/C(N)=C(/C#N)C(=O)CSc1ncnc2ccccc12,2.3,-5.8
O=C(O)c1ccc(O)c(O)c1,-13.9,.

# (continued)
compound,RmlCD inh mix,HIV RNase H inh
Cc1ccc2nc(Nc3nc(=O)c4ccccc4n3C)nc(C)c2c1,.,-6.1
COC(=O)[C@@]1(Cc2ccc(F)cc2)[C@H]2c3cc(C(=O)N(C)C)n(CCc4ccccn4)c3C[C@H]2CN1C(=O)c1ccccc1,-9.7,.
O=C(CSc1ccc2nnc(-c3cccs3)n2n1)N1CCOCC1,.,20.7
COc1ccccc1N1CCN(C(=O)C2CCN(S(=O)(=O)N3CCOCC3)CC2)CC1,-11.9,-1.8
COc1ccccc1CO/N=C/c1cccn1-c1nccc(N(C)C)c1C#N,4.1,.
Cc1ccc(S(=O)(=O)Nc2ccc(NC(=O)CN3CCCCC3)c(Cl)c2)cc1,-3.6,.
CCOC(=O)c1sc2nc(N3CCOCC3)c3c(c2c1N)CCC3,28.4,-5.5
Cc1ccc(S(=O)(=O)c2c(N)n(CCC(C)C)c3nc4ccccc4nc23)cc1,-71.1,.
O=C(O)C1OC(C(=O)O)C2C1C(F)(F)C2(F)F (centres undefined),-14.4,-1.3
Cc1nc2c3ccccc3n(CC(=O)c3ccc(F)cc3)c(=O)n2n1,11.7,3.6
CC(Sc1nc2ccccc2[nH]1)C(=O)Nc1ccc2c(c1)OCCO2 (centres undefined),8.4,.
O=c1/c(=C/c2ccco2)sc2n1CN(c1ccccc1)CN=2,-2.8,.

# Next part.
compound,RmlCD inh mix,HIV RNase H inh
Cc1cc(-c2ccccc2)nc(SCC(=O)c2cccc([N+](=O)[O-])c2)n1,-11.5,.
CCCc1nnc(SCC(=O)O)n1/N=C/c1ccc2c(c1)OCO2,.,7.8
Cc1cc(-c2ccccc2)nc(N2CCC(C(=O)NC34CC5CC(CC(C5)C3)C4)CC2)n1,-37.9,.
CCOC(=O)c1ccc(NC(=O)Nc2ccn(C)n2)cc1,-5.9,-3.2
CC#CCN(CC#CC)S(=O)(=O)c1ccc(S(=O)(=O)N2CCOCC2)cc1,5.8,-11.5
Cc1cccc(N(C(=O)CCC(=O)Nc2cccnc2)C(C(=O)NC2CCCC2)c2ccncc2)c1 (centres undefined),0.3,.
Cc1cc(SCC(=O)Nc2ccccc2)nc(C)n1,-8.6,-6.3
CCc1nnc(NC(=O)CSc2nnc(Cc3ccccc3)n2-c2ccccc2)s1,-11.4,2.6
Cc1cccc(CCNC(=O)C2CCN(S(=O)(=O)c3c(C)nn(C)c3C)CC2)c1,-13.1,-8.3
CN(C)CCC1Sc2ccccc2Oc2ccccc21 (centres undefined),10.7,.
O=C(O)c1cnc(-c2ccccc2)nc1Sc1ccccc1,-23.1,.
Cn1cc(CNC(=O)C2CCCCC2)cn1,6.7,-8.3

# The listing continues.
compound,RmlCD inh mix,HIV RNase H inh
CCOc1cc(C(=O)NCC(C)CN(C)C)cc(OCC)c1OCC (centres undefined),25.4,-0.6
CC(C)CNC(=O)CSc1nnc(-c2cccc(S(=O)(=O)N3CCCCC3)c2)o1,-10.6,.
CCOC(=O)CC1C(=O)NC2CCCCC2N1C(=O)Nc1ccc(Cl)cc1 (centres undefined),-4.4,-5.1
CCN(c1nc(C)cc(OC)n1)S(=O)(=O)c1ccccc1,8.6,.
CC1CCc2nn(CC(=O)NCCCN3CCOCC3)cc2C1 (centres undefined),-60.9,-9.3
CC1(C)CC(=O)c2c(n(-c3cccc4ccccc34)ccc2=O)C1,7.5,.
Cc1sc2ncnc(-n3cnc4ccccc43)c2c1C,7.6,-39.5
CCCOC(=O)c1ccc(Oc2c(-c3ccc(OC)cc3O)n[nH]c2C)cc1,5.6,22.5
O=C1CC(Cc2ccccc2)C(=O)N1c1ccc(Cl)cn1 (centres undefined),4.5,2.9
COc1ccccc1N1CCN(C(=O)C(C)N(c2ccc(C)c(C)c2)S(C)(=O)=O)CC1 (centres undefined),-6.1,-25.7
O=C(CN1CCCC1)Nc1c2c(nc3ccccc13)N(Cc1ccccc1)CC2,5.3,.
CCOC(=O)c1ccc2[nH]c3c(c2c1)CN(C)CC3,-1.4,-6.9

# Further entries.
compound,RmlCD inh mix,HIV RNase H inh
Cc1cc(-c2nnc3n2CCCCC3)c(C)n1-c1ccccc1,6.0,-23.0
O=C(Nc1ccc(-c2csc(Nc3cccc(C(F)(F)F)c3)n2)cc1)c1cc([N+](=O)[O-])cc(C(F)(F)F)c1,2.2,.
COc1ccc2c(c1)c(=O)c(C(=O)c1ccccc1)cn2Cc1ccc(C)cc1,-8.3,.
COc1ccc(CCn2c(N)c(S(=O)(=O)c3cccs3)c3nc4ccccc4nc32)cc1OC,-9.7,-2.2
CCOCCCNC(=O)C1CCN(C(=O)Nc2ccc(C)cc2)CC1,-2.0,-4.5
c1nc(N2CCN(Cc3ccc4c(c3)OCO4)CC2)c2[nH]cnc2n1,-21.1,-8.0
CC(C)N(C(=O)C(F)(F)F)C(C(=O)NC1CCCCC1)c1ccncc1 (centres undefined),1.3,.
C=CCOC(=O)COc1cc(C)cc2oc(=O)c3c(c12)CCC3,-8.1,-17.5
O=C(CN1C(=O)c2ccccc2C1=O)Nc1ccc(N2CCOCC2)cc1,-4.3,-5.7
Cc1ccc(-c2nnc3n2N=C(c2ccccc2)CS3)cc1,-8.3,-5.0
CCCN1C(=O)/C(=C/c2cc(C)n(C)c2C)SC1=Nc1ccc(OC)cc1,-12.7,.
CN1CCN(C(=O)c2ccc3ccccc3c2)CC1,14.9,-13.2

# 4 entries from above, as labelled records.
Cc1cccc(-c2noc(CCCC(=O)Nc3cccnc3)n2)c1
  RmlCD inh mix = .
  HIV RNase H inh = -1.4
Cc1cccc(CCNC(=O)C2CCN(S(=O)(=O)c3c(C)nn(C)c3C)CC2)c1
  RmlCD inh mix = -13.1
  HIV RNase H inh = -8.3
O=S(=O)(Nc1ccc(Cc2ccncc2)cc1)c1ccc(Br)s1
  RmlCD inh mix = -19.1
  HIV RNase H inh = .
CCCc1nnc(SCC(=O)O)n1/N=C/c1ccc2c(c1)OCO2
  RmlCD inh mix = .
  HIV RNase H inh = 7.8

# Continued.
compound,RmlCD inh mix,HIV RNase H inh
CCOc1cc(Cl)c(S(=O)(=O)NCc2ccccn2)cc1Cl,9.6,.
O=C(O)CCc1nn2cc(-c3ccccc3)nc2[nH]c1=O,27.6,-23.1
Cc1cccc(C(=O)N[C@@H]2c3ccccc3C[C@@H]2O)n1,-6.7,.
Cn1c(=O)c2c(nc(NCc3ccccc3)n2CCCc2ccccc2)n(C)c1=O,7.6,0.9
CN(C)c1ccc(C=NCCC2(O)CCOC(C)(C)C2)cc1 (centres undefined),6.4,-13.1
O=C(OCC1COc2ccccc2O1)c1c(F)cccc1F (centres undefined),-12.0,-99.8
COc1cccc(NC(=O)NCc2cccn2C)c1,12.4,2.0
CC(=O)c1cc(C#N)c(SCc2ccc(F)cc2)nc1C,5.0,.
CC(C)CCNC(=O)C(c1cccnc1)N(CCc1ccccc1)C(=O)Cn1nnc2ccccc21 (centres undefined),-18.6,.
COC(=O)c1nn(C23CC4CC(CC(C4)C2)C3)c2c1C(=O)N(c1ccc(F)cc1)C2=O,-14.3,.
CCCCN(C(=O)c1c(C)[nH]c(C(=O)OCC)c1C)c1ccccc1,-6.3,0.0
O=C1NCCN1CCNS(=O)(=O)c1ccc2ccccc2c1,3.1,-44.6

# Remaining list, next part.
compound,RmlCD inh mix,HIV RNase H inh
CCOc1ccccc1-n1nnnc1SCC(=O)Nc1cc2oc3ccccc3c2cc1OC,-18.9,-1.2
CCOC(=O)COc1ccc(C)cc1-c1ccno1,-7.5,.
Cc1ccsc1C(C(=O)NC1CCCCC1)N(C(=O)c1csnn1)C1CC1 (centres undefined),5.9,2.1
CCc1nc(Nc2ccc3c(c2)OCCO3)c2oc3ccccc3c2n1,-11.6,.
CCN(CC)S(=O)(=O)c1ccc(-c2nnc3sc4cccc(C)c4n23)cc1,3.3,-6.5
N/C(=N\S(=O)(=O)c1ccc(Cl)s1)c1ccccc1,9.2,-19.4
Cc1cc(C(=O)Nc2ccc(S(=O)(=O)Nc3onc(C)c3C)cc2)cs1,7.3,-1.2
CCOC(=O)C1CCCN(C(=O)C2CCN(S(=O)(=O)c3cccs3)CC2)C1 (centres undefined),-4.5,-3.4
CC(C)C(=O)Nc1nc(-c2ccccc2)ns1,4.2,.
CN(C)S(=O)(=O)c1ccc(N2CCCC2)c(C(=O)NCc2ccc(Cl)cc2)c1,0.0,.
O=C1CSC(c2ccccc2F)N1c1ccccc1 (centres undefined),6.0,.
CCN(CC)S(=O)(=O)c1ccc2c(c1)nc(CCC(=O)Nc1cccc(C(F)(F)F)c1)n2CC,-7.4,.

# (continued)
compound,RmlCD inh mix,HIV RNase H inh
COc1ccc(CCN2C(=O)C3C4CC(C5C(C(=O)N/N=C\c6ccc(Cl)cc6)=NOC45)C3C2=O)cc1OC (centres undefined),13.4,.
CCOC(=O)C1=C(COc2ccc(F)cc2Cl)NC(=O)NC1c1cc(C)ccc1C (centres undefined),-11.7,.
CCn1c(SCC(=O)NCc2cccs2)nnc1-c1ccco1,0.6,-3.7
C=CCOC(=O)C1=C[C@@H](c2ccc(Br)cc2)C[C@@H](OCc2ccc(CO)cc2)O1,2.0,.
O=C(CN(C(=O)CCC(=O)Nc1nccs1)c1ccc(F)cc1)NCc1ccco1,-6.5,-4.3
CC1CN=C(N(Cc2ccccc2)C(=O)Nc2ccccc2)S1 (centres undefined),4.1,.
COc1ccc2c(c1OC)C(=O)N(c1cccc(C(F)(F)F)c1)C2,4.1,39.1
O=C(Nc1nnc(-c2ccc(Cl)cc2)o1)Nc1ccccc1Cl,10.0,.
COc1cccc(N2CCN(Cc3cccc(Cl)c3)CC2)c1,-16.5,-13.6
